Compound activity deposited in PubChem BioAssay by National Center for Advancing Translational Sciences (NCATS).
HP1b binding inh = inhibitors of HP1-beta chromodomain binding to methylated histone tails. actives 0.56% (n = 390,000). AlphaScreen HP1-beta / biotin-H3K9me3 peptide binding. P83916. AID 540317. Potency, µM (titrated, usually from 114 µM), for inactives: at the highest dose activity change, negative = inhibition, actives largely listed as inhibitors; note: potency is the fitted concentration of half-maximal effect; nearly all actives have a fitted effect of over 70% in size; inactives centre near 23
Target sequence (P83916 whole entry, looked up): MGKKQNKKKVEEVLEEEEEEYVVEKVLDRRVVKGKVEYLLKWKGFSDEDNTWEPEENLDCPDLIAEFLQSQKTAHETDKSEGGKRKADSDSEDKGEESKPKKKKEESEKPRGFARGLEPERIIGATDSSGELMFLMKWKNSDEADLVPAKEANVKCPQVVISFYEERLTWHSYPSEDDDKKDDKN
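HP1-beta protein (50 nM final) preincubated 30 min at room temperature with biotinylated H3(1-18)K9me3 peptide (50 nM) in PBS pH 7.4, 0.01% Tween-20, then compound added for 30 min. AlphaScreen streptavidin donor/nickel chelate acceptor beads (10 ug/mL final), 30 min dark, luminescence read.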
GLS inh = glutaminase GLS (human) inhibition; actives 0.21% (n = 410,000); Potency, µM (series often up to 45.5 µM), for inactives: at the highest dose activity change, negative = inhibition, hits mostly inhibitors; O94925; AID 624170; GLS enzymatic activity, qHTS titration; note: potency is the fitted concentration of half-maximal effect; % is set by controls: 0 for no effect and ±100 for the full control effect
Target sequence (O94925 whole entry, looked up): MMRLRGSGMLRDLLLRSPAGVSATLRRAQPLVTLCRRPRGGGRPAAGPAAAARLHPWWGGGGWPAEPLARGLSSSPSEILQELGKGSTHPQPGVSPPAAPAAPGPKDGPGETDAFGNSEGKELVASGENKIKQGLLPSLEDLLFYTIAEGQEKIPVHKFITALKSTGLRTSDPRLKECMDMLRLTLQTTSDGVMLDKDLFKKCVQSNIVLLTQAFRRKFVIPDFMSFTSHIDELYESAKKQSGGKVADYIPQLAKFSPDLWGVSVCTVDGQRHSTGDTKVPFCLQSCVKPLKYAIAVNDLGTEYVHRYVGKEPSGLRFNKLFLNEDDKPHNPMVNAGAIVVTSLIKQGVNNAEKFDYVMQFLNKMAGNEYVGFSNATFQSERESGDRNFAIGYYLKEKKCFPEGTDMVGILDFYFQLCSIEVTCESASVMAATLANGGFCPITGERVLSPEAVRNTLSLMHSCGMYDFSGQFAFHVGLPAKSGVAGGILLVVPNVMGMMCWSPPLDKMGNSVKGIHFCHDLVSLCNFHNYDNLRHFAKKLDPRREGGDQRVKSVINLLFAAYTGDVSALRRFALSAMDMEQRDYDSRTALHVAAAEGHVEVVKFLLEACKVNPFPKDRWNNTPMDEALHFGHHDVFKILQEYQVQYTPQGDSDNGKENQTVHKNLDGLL
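Coupled fluorescence readout: glutamate oxidase/HRP/Amplex Red detect glutamate formed by hKGA from L-glutamine (1 mM solution added). Buffer 45 mM KH2PO4 pH 8.2, 0.02% Tween-20; reads at t0 and 30 min RT.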
JMJD2A Tudor inh = JMJD2A Tudor domain (human) inhibition | AlphaScreen JMJD2A-Tudor / H3K4me3 peptide binding | actives 4.4% (n = 390,000) | O75164 | Potency, µM (doses to about 114 µM), inactives show at the top dose activity change, negative = inhibition, most hits filed as inhibitors; note: potency is the fitted concentration of half-maximal effect; % is set by controls: 0 for no effect and ±100 for the full control effect; nearly all actives have a fitted effect of over 50% in size
G9a block = inhibitors of human histone lysine methyltransferase G9a; Q96KQ7; actives 8.8% (n = 350,000); G9a H3K9 monomethylation, AlphaScreen, 2 h; Potency, µM (highest dose often 102 µM), for inactives: at the highest dose activity, negative = inhibition, usual class: inhibitors; AID 504332; note: potency is the fitted concentration of half-maximal effect; % is set by controls: 0 for no effect and ±100 for the full control effect; nearly all actives have a fitted effect of over 75% in size
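Signal arises when biotinylated H3K9 peptide, once monomethylated, bridges streptavidin donor and antibody-captured acceptor beads. Enzyme at 20 nM was preincubated 15 min with test compounds; peptide 500 nM and SAM 20 uM then reacted for 2 h.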
ERG-DNA inh = inhibitors of human ERG Ets domain-DNA interaction; P11308; actives 0.028% (n = 370,000); Potency, µM (titrated, usually from 76.9 µM), inactives show at the top dose FP activity, negative = inhibition, usual class: inhibitors; fluorescence polarization, His-ERG Ets domain / labelled DNA; AID 624246; active = well fitted inhibition curve with a large enough effect in the polarisation, with a control signal flat; inconclusive = small, poorly fitted or top-dose-only effect, or effect the other way, or a change in a side signal; inactive = no such curve, though single readings can be large or run the other way; the % refers to the polarisation;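 note: polarization taken with two DNA probes labelled with fluorescein and Texas red; potency is the fitted concentration of half-maximal effect; % of control where 0% means no effect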
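His-tagged ERG Ets domain (1 uM in the protein solution; 300mM KCl, 50mM Tris-HCl, 1mM EDTA, 1mM DTT, pH 7.5) received compound, then a probe mix of 5 nM fluorescein-DNA and 100nM Texas-615-DNA. Fluorescence polarization was read for both dyes.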
BAZ2B inh = blocks human BAZ2B | AID 504333 | actives 4.4% (n = 360,000) | AlphaScreen BAZ2B-H3K14Ac peptide displacement | Potency, µM (series often up to 114 µM), without a hit: at the highest dose activity change, negative = inhibition, hits mostly inhibitors | Q9UIF8; note: potency is the fitted concentration of half-maximal effect; % is set by controls: 0 for no effect and ±100 for the full control effect; nearly all actives have a fitted effect of over 60% in size
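Inhibition is scored as reduced AlphaScreen emission. The BAZ2B/b-H3(5-23)K14Ac complex (50 nM each) in PBS pH 7.4, 0.01% Tween-20 meets compound (up to 110 uM) for 30 min at RT before bead addition.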
PI4K2A block = inhibitors of human PI4K2A. actives 0.13% (n = 420,000). activity change, negative = inhibition, % at 76.9 µM. purified PI4K2A, ADP-Glo luminescence, 1 h; active compounds read low; in the data active = activity change below about -50%; inconclusive = mostly about -30% to -49%;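 note: -100% = wells without enzyme as full effect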
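Compounds are screened against recombinant PI4K2A using PI as substrate and ATP, the latter dispensed at 300 microM. Reactions run one hour at ambient temperature before ADP-Glo detection; full inhibition defined by wells lacking enzyme.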
RGS4 inhibitor = blocks human RGS4-accelerated GTP hydrolysis. Transcreener GDP fluorescence polarization, RGS4-accelerated GTP hydrolysis. Potency, µM (top dose mostly 114 µM), without a hit: at the highest dose activity change, negative = inhibition, most hits filed as inhibitors. actives 0.039% (n = 390,000). AID 504845; note: potency is the fitted concentration of half-maximal effect; % is set by controls: 0 for no effect and ±100 for the full control effect; nearly all actives have a fitted effect of over 75% in size; some results filed as inactive show a strong effect at the top dose
Target sequence (P49798 whole entry, looked up): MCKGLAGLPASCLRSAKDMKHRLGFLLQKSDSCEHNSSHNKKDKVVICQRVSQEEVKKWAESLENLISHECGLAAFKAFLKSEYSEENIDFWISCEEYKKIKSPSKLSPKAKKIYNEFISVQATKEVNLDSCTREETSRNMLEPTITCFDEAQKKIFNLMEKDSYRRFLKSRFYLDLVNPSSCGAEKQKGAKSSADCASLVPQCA
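MLSMR compounds (23 nl, pin-transferred) preincubated 10 min at room temperature with a 500nM (2x) first reagent, then RGS4 at 900nM (2x) plus Transcreener GDP mix added; fluorescence polarization (620/688 nm) read before and after 90 min at 30 °C.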
12-LOX inh = blocks human arachidonate 12S-lipoxygenase; Potency, µM (titrated, usually from 108 µM), for the others: at the highest dose activity change, negative = inhibition, actives largely listed as inhibitors; actives 1.1% (n = 580,000); purified 12hLO, xylenol orange hydroperoxide absorbance; P18054; AID 1671190; note: potency is the fitted concentration of half-maximal effect; % is set by controls: 0 for no effect and ±100 for the full control effect
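Purified human 12hLO (150 nM final) in 25 mM Hepes, 0.01% Triton X-100, pH 7.0 was preincubated 15 min at room temperature with compound. Then 40 uM arachidonic acid was added, 30 min. Hydroperoxide was read by Fe-XO absorbance ratio 573/405 nm.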
Active calls of the source: *; ? = inconclusive; . = not tested or not shown; & = joins results of further samples; ! = not active in a repeat; [ ] = remark or other dose. Unless noted, calls come from the whole dose curve; as a rule, active = well fitted curve in the direction sought with a large enough effect; inconclusive = small, poorly fitted or top-dose-only effect, or another doubt; inactive = no such curve, though single readings can be large; an effect the other way counts as inactive or inconclusive.

SMILES	HP1b binding inh	GLS inh	JMJD2A Tudor inh	G9a block	ERG-DNA inh	BAZ2B inh	PI4K2A block	RGS4 inhibitor	12-LOX inh
CCOCCOC(NC(=O)c1ccccc1)(C(F)(F)F)C(F)(F)F	28%	1%	-14%	29%[59 µM]	-1%	0%	1	8%	16%
CCOc1ccc(C(=O)NCC(=O)OCc2ccc(F)cc2Cl)cc1	5%	0%	1%	4%[59 µM]	-10%	6%	0	28%	-5%
O=C(Cc1n[nH]c(=O)c2ccccc12)OCC(=O)c1ccc(F)c(F)c1	22%	4%	-2%	?	-3%	1%	2	11%	?
COc1ccc(NS(=O)(=O)c2ccc(N3CCCC3)c(NC(=S)Nc3ccc(SC(F)F)cc3)c2)cc1	11µM*	-10%	56µM*	?	10%	?	2	-110%	25µM*
COc1ccc(OC)c(N/C(C)=C/C(=O)c2ccc(Br)cc2)c1	?	-5%	?	?	-7%	?	-3	2%	56%[activator]
COC(=O)c1c(NC(=O)c2c(-c3ccccc3Cl)noc2C)sc2c1CCC2	25%	12%	-8%	?	2%	3%	-2	-9%	?
OCCOCCOc1ccccc1OCCOCCO	17%	-19%	-9%	-8%	-1%	-1%	-6	-6%	-8%
CCCc1cc(C(=O)NC2CCCC2)no1	35%	-4%	-5%	18%[59 µM]	-6%	1%	-4	-19%	10%
CN(C)C(=O)CN1CCN(Cc2nc(CC3CC3)no2)CC1	12%	-6%	-2%	4%	-5%	-3%	2	12%	-2%
CN(Cc1ccccc1)C(=O)c1ccc2c(c1)S(=O)(=O)N=C1CCCCCN12	14%[57 µM]	-13%	-9%	.	14%	.	2	16%	-6%
CC(=O)Oc1ccc(/C=N/NC(=O)CCSc2ccccc2)cc1	37%	3%	0%	-45%	-1%	2%	3	-27%	-9%
O=C(CSc1nnc(CNC(=O)c2ccco2)o1)c1ccccc1	38%[activator]	2%	-6%	-49%	13%	-1%	3	4%	?
N#Cc1c(NC(=O)c2ccc(Cn3cc(Br)cn3)o2)sc2c1CCCCCC2	-2%	-19%	-17%	11µM*	0%	-26%	-2	?	-19%
CC(C)C[C@H](NC(=O)[C@H](Cc1ccccc1)n1c(=O)[nH]c2ccccc2c1=O)C(=O)N1CCC(C(=O)O)CC1	17%	8%	-15%	.	-7%	-1%	-2	-6%	-13%
Cn1cc(-c2nnnn2-c2ccc(Cl)cc2)c(C(F)(F)F)n1	17%	-6%	-27%	-33%[12.7 µM]	-3%	-3%	0	-12%	3%
COc1ccc(NC(=O)c2ccc(C#CC(C)(C)O)cc2)cc1	21%	-7%	-2%	34%[activator][59 µM]	-2%	22%	2	-12%	1%
CN(CC(=O)Nc1ccc(Cl)c(C(F)(F)F)c1)C(=O)C1CC(=O)N(Cc2ccco2)C1 (stereo not drawn)	52%[activator]	-1%	-8%	29%[2.33 µM]	-10%	0%	-1	9%	-24%
O=C(COc1cc(Cl)ccc1Cl)Nc1nnc(C2CC2)s1	16%	6%	-9%	.	5%	-14%	0	-10%	8%
CCCCNC(=O)Cn1cnc2sc(C)c(S(=O)(=O)N3CCN(c4ncccn4)CC3)c2c1=O	10%	-1%	-9%	-27%	4%	0%	2	-2%	-4%
Cc1cc(OCC(=O)N(Cc2ccc(N(C)C)cc2)C2CCS(=O)(=O)C2)cc(C)c1Cl (stereo not drawn)	-25%	74%[activator]	40µM*	?	4%	10µM*	-2	-22%	5%
COC(=O)c1ccc(Sc2ccccc2NS(=O)(=O)c2ccc(OC)cc2)nc1	36%	9%	-16%	35%[59 µM]	-6%	6%	-2	-11%	0%
C=CCn1c(SCC(=O)Nc2nc(C)cs2)nnc1C(NC(=O)c1ccccc1)C(C)C (stereo not drawn)	33%	.	-4%	0%[59 µM]	-4%	-5%	2	5%	-9%
O=[N+]([O-])c1ccc(S(=O)(=O)N2CCN=C2SCc2ccc(F)cc2)cc1	21%	2%	-14%	7%	-16%	-13%	-6	-4%	-5%
Cc1ccc(C(=O)N2CCN(S(=O)(=O)c3ccc(C(C)C)cc3)CC2)s1	15%	2%	-18%	?	-15%	3%	9	-5%	-4%
CC1CC(C)(C)NC(=S)O1 (stereo not drawn)	2%&42%	6%&-2%	-8%&-4%	79µM*!	-6%&1%	-7%&-19%	1&0	7%&-12%	-14%&-10%
Cc1cc(NCc2ccccc2)nc(N2CCOCC2)n1	23%	-10%	-10%	0%	-1%	-3%	-4	-33%	1%
CCc1cc2c(SCC(=O)N3CCCC3=O)ncnc2s1	49%[activator]	9%	-9%	16%[59 µM]	18%	11%	-1	?	-4%
COc1ccc(CCNC(=O)CCCn2c(=O)c3ccccc3n(Cc3ccccc3C#N)c2=O)cc1OC	37%[activator]	-3%	11%	-2%[59 µM]	5%	1%	1	4%	-30%
Cc1cc(C)cc(NS(=O)(=O)c2ccc(NC(=S)Nc3ccccc3)cc2)c1	19%	4%	-8%	10%[59 µM]	.	-4%	4	-12%	3%
Cc1ccc(S(=O)(=O)N2[C@@H](c3ccc(C#N)cc3)C(C(=O)O)=C[C@H]2CC2CCCC2)cc1	44%[activator]	-2%	-21%	.	-6%	.	-1	-10%	?
O=C(CSc1ccccc1)Nc1ccc(C(=O)Nc2ccc(O)cc2)cc1	5%	3%	-19%	-16%	1%	0%	0	-11%	-8%
CC1CCN(c2nnc(-n3cccc3CNc3cccc(F)c3)s2)CC1	16%	11%	-26%	-8%[59 µM]	1%	-2%[57.1 µM]	-2	9%	3%
CC1CCN(c2ccc(NC(=O)C3CCCN3S(=O)(=O)c3ccc(F)cc3)cc2)CC1 (stereo not drawn)	?	27%	40µM*	10µM*	14%	45µM*	0	24%	194%[activator]
CCOC(=O)c1ccc(NC(=S)NNC(=O)COC)cc1	13%	16%	-5%	?	14%	44%[activator]	2	-42%	21%
COc1cc(C(=O)N/N=C2\CCS(=O)(=O)c3ccc(F)cc32)cc(OC)c1OC	23%	-17%	-7%	14%[59 µM]	-3%	1%	8	-7%	-4%
CC(=O)/C(=N\Nc1ccc(Cl)cc1Cl)Sc1cccc2cccnc12	10%	9%	?	-17%[59 µM]	0%	-37%	-18	-41%	-3%
COc1ccc(NCc2cc3cc4c(cc3n(CC(=O)Nc3ccc(C)cc3)c2=O)OCO4)cc1	5%	-16%	-30%	-41%[59 µM]	0%	-19%	-11	30%	-5%
CCOc1ccc(CCN2C(=S)N([C@@H](CC(C)C)CN3CCCC3CN3C(=S)NC[C@@H]3Cc3ccc(O)cc3)C[C@@H]2Cc2ccc(O)cc2)cc1 (stereo partly drawn)	27%	-5%	?	.	21%	.	6	-17%	-72%
O=C(CS(=O)(=O)c1cn(Cc2ccc(F)cc2)c2ccccc12)N1CCCCC1	18%	-3%	-12%	5%[59 µM]	-1%	-4%	10	-3%	-3%
COc1ccc(C(=O)NNC(=O)CSc2ccccc2)cc1	48%[activator]	4%	-9%	.	2%	9%	-8	-21%	0%
COc1ccc(CCNC(=O)COC(=O)c2cc(S(=O)(=O)NCc3ccccc3)ccc2O)cc1OC	31%	?	0%	.	5%	-9%	2	0%	-18%
c1ccc(CN2CCOCCOCCOCCOCC2)cc1	21%	5%	-4%	.	-1%	5%	5	27%	6%
Cc1ccc(S(=O)(=O)N=Nc2c(O)[nH]c3ccccc23)cc1	36%	-7%	-20%	1.6µM*	5%	?	7	-19%	?
CCc1nnc(NC(=O)CSc2ncc(-c3ccccc3)n2C)s1	19%	0%	-20%	-7%[59 µM]	-3%	.	1	-23%	-16%
O=C(Cn1c(=O)n(CCCS(=O)(=O)C2CCCCC2)c(=O)c2ccccc21)Nc1ccccc1F	23%	1%	-1%	12%[59 µM]	-7%	-9%	-2	-28%	11%
CC(C)C(=O)N=C1SC2CS(=O)(=O)CC2N1Cc1ccc(Cl)cc1 (stereo not drawn)	19%	1%	-13%	8%	-7%	-15%	3	-9%	?
CC(=O)Nc1ccc(NCN2C(=O)[C@@H]3[C@H]4CC[C@H](C4)[C@@H]3C2=O)cc1	9%	24%	-12%	1%[59 µM]	.	-6%	6	-2%	9%
COc1ccc(-c2cc3nc(C)cc(NCCO)n3n2)cc1	24%	-1%	-4%	?	.	-38%	2	2%	6%
Cc1cc(NS(=O)(=O)c2ccc(NC(=O)c3cc(-c4ccccc4Cl)nc4ccccc34)cc2)no1	19%	22%	-31%	?	15%	-25%	-4	11%	-17%
CCOC(=O)C(C)Oc1cc(Cl)c(C=O)cc1OC (stereo not drawn)	49%[activator]	-5%	3%	-15%	7%	-18%	4	-7%	-5%
COc1ccc(CC(=O)NNC(=O)c2cnccn2)cc1	31%	4%	-8%	7.9µM*	-3%	4%	-5	12%	6%
O=C(CN1CCN(S(=O)(=O)c2ccc(F)c(F)c2)CC1)Nc1ccccc1C(=O)NC1CC1	18%	3%	-12%	-6%[2.33 µM]	.	8%	-4	22%	-5%

Not all compounds are listed; the hit share may differ from the screen's.
